From PubChem BioAssay
MBD2 inh: inhibitors of human MBD2 binding to methylated oligonucleotide; Q9UBB5; TR-FRET; inhibition, % at 4.4 µM; hit rate 0.31% among 370,000; AID 686964; in the data active = inhibition above about 13%
TCR-CD3 inh: inhibitors of human TCR-CD3 interaction; TAMRA-labeled TCR probe fluorescence, biochemical; inhibition, % at 9.4 µM; hit rate 0.37% among 360,000; AID 651800; in the data active = inhibition above about 19%;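 note: recombinant mutant TCR 2C K166C tagged with TAMRA read by polarization; 0% = receptor in buffer alone and 100% = receptor with positive control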
NPR2 activator: GC-B (human) receptor activation; HEK293-GC-B cells, CNP EC30, cGMP TR-FRET; 0% at EC30 CNP, 100% saturating CNP; P20594; activation, % at 10 µM; hit rate 0.11% among 370,000;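 active = activation at 10 µM reaching about 35% in either raw or pattern-adjusted values, limit read from the data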
PRMT1 inh: inhibitors of human PRMT1. AID 652257. hit rate 1.3% among 370,000. recombinant PRMT1, activity-based probe fluorescence polarization. Q99873. inhibition, % at 2.79 µM;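 active = inhibition above about 21% made by adding two undisclosed values, limit read from the data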
HTRA1 inh: inhibitors of human serine peptidase HTRA1. recombinant HTRA1, FP-rhodamine activity-based probe, fluorescence polarization. hit rate 0.5% among 340,000. AID 504803. inhibition, % at 5.96 µM; in the data active = inhibition above about 36%;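 note: 0% = enzyme with DMSO and 100% = wells lacking enzyme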
Target sequence (Q92743 whole entry, looked up): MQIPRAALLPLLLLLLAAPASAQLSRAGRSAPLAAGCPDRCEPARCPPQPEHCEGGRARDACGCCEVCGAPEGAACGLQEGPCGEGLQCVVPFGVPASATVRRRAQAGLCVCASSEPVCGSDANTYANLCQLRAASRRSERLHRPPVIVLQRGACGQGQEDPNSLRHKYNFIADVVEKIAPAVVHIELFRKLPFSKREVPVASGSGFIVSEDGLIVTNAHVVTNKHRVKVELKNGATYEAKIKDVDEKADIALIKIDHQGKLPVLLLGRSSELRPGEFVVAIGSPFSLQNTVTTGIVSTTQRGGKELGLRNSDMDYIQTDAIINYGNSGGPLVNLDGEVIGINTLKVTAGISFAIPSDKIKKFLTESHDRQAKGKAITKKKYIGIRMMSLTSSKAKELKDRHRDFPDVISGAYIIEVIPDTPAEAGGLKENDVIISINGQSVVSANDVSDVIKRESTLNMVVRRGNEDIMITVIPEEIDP
LEDGF integ inh: blocks HIV-1 LEDGF/p75-dependent DNA integration; TR-FRET IN-LEDGF/p75 DNA integration, Eu/Cy5; inhibition, % at 3.7 µM; hit rate 0.64% among 370,000; AID 743269;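 active = inhibition above the screen-wide mean plus 3 SD, cut at about 13% in these data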;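 note: signal is the Cy5 over europium emission ratio at 671 and 618 nm; 0% = plate median of compound wells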
rCAG binder: r(CAG) repeat RNA binding. TO-PRO-1 dye displacement fluorescence. inhibition, % at 3 µM. hit rate 1.3% among 370,000. AID 651821;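 active = inhibition above the plate cutoff, the mean of all test compounds on that plate plus 3 SD, cut at about 35% in these data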;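 note: 0% = DMSO alone and 100% = 100 µM mitoxantrone as full dye displacement; higher means more dye released from RNA so lower well fluorescence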
SIAE inh: blocks human sialic acid acetylesterase | SIAE FP-Rh probe binding, fluorescence polarization | hit rate 0.69% among 370,000 | inhibition, % at 9.66 µM | Q9HAT2;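 active = inhibition above a cutoff: mean of compounds within the control limits plus 3 SD of those, cut at about 17% in these data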;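 note: 0% = plate median of compound wells and 100% = probe without SIAE protein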
TDP2 inh: blocks human TDP2 phosphodiesterase activity | AID 720702 | recombinant TDP2, T5PNP hydrolysis, p-nitrophenol absorbance 415 nm | hit rate 0.34% among 370,000 | inhibition, % at 12.8 µM;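 active = inhibition above the mean of all tested compounds plus 3 SD, set per campaign, cut at about 25% in these data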;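 note: 0% = DMSO with enzyme and 100% = buffer with substrate but no TDP2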
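Assay system: recombinant human TDP2 / Reagent: T5PNP substrate at 5 mM, a TopII-DNA adduct mimic / Measured by: epi absorbance from released p-nitrophenol / Evaluation: % inhibition relative to enzyme-containing and enzyme-free wells / Control set: enzyme-free and DMSO wells / Replicates: each compound tested once, singlicate / Schedule: enzyme reaction with compound for 2 h at 37 °C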
ABHD4 inh: inhibits mouse alpha/beta hydrolase domain 4 | Q8VD66 | purified mABHD4, FP-Rh probe fluorescence polarization | inhibition, % at 8.92 µM | hit rate 0.54% among 370,000 | AID 720543;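 active = inhibition exceeding the mean over every tested compound plus 3 SD, cut at about 30% in these data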;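 note: 0% = plate median of compound wells and 100% = S159A mutant with DMSO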
Target sequence (Q8VD66 whole entry, looked up, the tested form may be a part): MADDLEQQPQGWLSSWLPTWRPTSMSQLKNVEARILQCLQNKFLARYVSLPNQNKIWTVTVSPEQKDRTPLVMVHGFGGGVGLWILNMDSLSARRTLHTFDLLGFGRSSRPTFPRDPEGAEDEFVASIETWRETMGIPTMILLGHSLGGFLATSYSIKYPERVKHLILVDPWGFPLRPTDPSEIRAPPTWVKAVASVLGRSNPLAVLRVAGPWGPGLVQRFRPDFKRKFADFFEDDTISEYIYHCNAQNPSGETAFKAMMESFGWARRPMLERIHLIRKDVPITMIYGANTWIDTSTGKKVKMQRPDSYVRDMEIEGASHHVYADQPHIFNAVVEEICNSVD
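System: mouse ABHD4 enzyme, wild type / Medium: HEPES pH 7.0, NaCl, Pluronic buffer / Reagent: FP-Rh activity-based fluorescent probe / Control set: S159A mutant high control, sample median low control / Detection: fluorescence polarization with parallel and perpendicular emission, 525/598 nm / Schedule: 45 min + 60 min at 25 °C / Compound dosing: 8.92 µM, single dose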
* = called active by the depositor; . = not tested or not shown.

SMILES	MBD2 inh	TCR-CD3 inh	NPR2 activator	PRMT1 inh	HTRA1 inh	LEDGF integ inh	rCAG binder	SIAE inh	TDP2 inh	ABHD4 inh
O=C(Nc1cccc(F)c1)/C(=C\c1ccco1)NC(=O)c1ccco1	-4	3	0	24*	-4	5	25	2	24	12
O=C(Nc1ccccc1)c1nnn(Cc2ccccc2)c1NC(=O)C(F)(F)F	-6	3	-1	1	-14	1	10	3	6	1
CCC(Cc1ccccc1)NC(=O)C1CCN(c2nn3c(=O)cc(C)nc3s2)CC1 (centres undefined)	9	-2	-1	5	-1	1	1	-5	-1	-9
O=C(Nc1cccc(S(=O)(=O)N2CCCCC2)c1)c1ccco1	2	-4	-1	-1	3	1	2	-2	4	-2
O=C(OCC#CCSc1nnc(-c2cccc3ccccc23)o1)c1cc2ccccc2o1	2	-8	-2	2	-3	1	6	0	-2	4
CCn1nc(NS(=O)(=O)c2ccc(C)cc2)c2cc3ccccc3nc21	-2	-7	-3	3	-4	-4	18	1	-6	7
O=C1CCC(=O)N1CC(O)COc1ccccc1 (centres undefined)	1	-3	-1	0	2	0	2	3	-5	1
CSc1ccccc1-c1n[nH]c(=S)o1	6	-4	3	5	-2	0	-3	0	-4	-1
Cc1ccc(S(=O)(=O)N2C=CC(C(F)(F)F)=NCC2)cc1	-3	5	6	-4	9	1	0	5	-5	-1
COC(=O)c1cscc1S(=O)(=O)Cc1ccccc1	-2	1	3	-5	1	3	-1	11	15	3
CCCOc1ccc(C2=NNC(=O)CC2)cc1	-4	7	-1	-1	-1	-2	3	0	-2	-4
CN(C)C(CNc1ccc(C(F)(F)F)cn1)c1ccccc1 (centres undefined)	-6	3	-1	-2	1	-1	1	-4	-7	3
CCOC(=O)c1cccc(NC(=O)COC)c1	5	-2	4	3	-1	-3	-2	0	2	-7
S=C(NCc1ccco1)N1CCN(Cc2ccco2)CC1	-5	12	3	-4	-2	-2	-3	1	-12	9
CN1CCN(CC(=O)Nc2cc(N3CCOCC3)ccc2[N+](=O)[O-])CC1	-22	-6	6	-2	6	-1	-4	16	-8	-1
Cc1c(C(=O)N2CCN(S(=O)(=O)c3ccccc3)CC2)oc2ccccc12	2	-4	-1	-4	-2	0	2	-2	-17	-4
COc1ccccc1CNC(=O)c1ccc(OCc2c(C)noc2C)c(OC)c1	-6	-1	3	-2	-5	-2	-5	2	-2	-2
Cc1ccc(NC2CCCN(C(=O)CCc3scnc3C)C2)cc1C (centres undefined)	2	5	-3	0	6	2	-8	-3	-6	4
O=C(CCn1c(=O)c2ccccc2n(Cc2ccccc2)c1=O)NC1CCN(Cc2ccccc2)CC1	-7	-6	-1	1	1	-1	-5	1	-1	-4
OC(C#CCN1CCOCC1)c1cccs1 (centres undefined)	-7	8	4	2	6	-2	3	4	11	6
C#C[C@]1(O)CC[C@H]2[C@@H]3CCc4cc(OC5CCCC5)ccc4[C@H]3CC[C@@]21C	1	2	-6	2	-23	0	2	-10	-1	-11
CCOC(=O)c1c(NC(=O)COC(=O)CCOc2ccccc2C)sc(C(=O)NC)c1C	-4	-7	4	5	-8	0	-2	4	-3	-6
CC(=O)Nc1ccc(S(=O)(=O)Nc2nc3ccccc3nc2Nc2ccc(S(N)(=O)=O)cc2)cc1	3	-1	5	0	-4	3	52*	-29	4	-1
Cc1ccc2nc(NC(=O)C3CCCN3C(=O)OC(C)(C)C)sc2c1 (centres undefined)	-3	6	-1	0	-8	-1	-6	2	0	7
Cc1ccc(Cl)cc1NC(=O)CNC(=O)N1CC(=O)Nc2ccccc21	7	-3	-3	5	8	1	-2	0	-8	-10
CC(C)n1c(SCC(=O)NC2CC2)nnc1C1CC1	1	-9	-3	4	1	-3	-2	6	-3	-13
CC(C)CC(C(=O)N1CCc2ccccc2C1)N1C(=O)c2ccccc2C1=O (centres undefined)	6	0	-6	0	-7	-1	0	6	-8	5
CC(C)CC1=NN2C(=N)/C(=C\c3coc4ccccc4c3=O)C(=O)N=C2S1	-3	-2	11	34*	-24	26*	-178	-19	2	3
COc1cccc(C=NNC(=S)NN=Cc2cccc(OC)c2OC)c1OC	0	-1	1	-4	-3	-1	7	0	9	0
CCC(C)/C=C/C1=CC2=C(Cl)C(=O)C3(C)OC(=O)C(C(=O)C(C)C(C)O)C3C2=CO1 (centres undefined)	-1	6	4	3	10	7	24	2	-6	8
Cc1cc(C=O)c(C)n1-c1ccc(Oc2ccc([N+](=O)[O-])cn2)cc1	4	7	-7	-2	12	-2	-2	-1	2	1
COc1ccc(S(=O)(=O)N2CCC(C(=O)N3CCC(C(N)=O)CC3)CC2)cc1Cl	-1	0	0	1	4	0	-2	0	3	1
CSCCC(NC(=O)c1ccco1)C(=O)NCC(c1ccccc1)N(C)C (centres undefined)	4	-5	-2	2	-2	-3	-5	5	-1	7
C=CCN(c1ccccc1)S(=O)(=O)c1cccc(C(=O)NNC(=O)c2ccccc2O)c1	-6	10	6	1	31	-5	33	8	-1	4
CCCN(C(=O)Cn1ncc2c(=O)oc3ccccc3c21)c1cccc(C)c1	4	-3	-4	2	-11	1	-5	-2	-4	5
COc1cccc(CNc2nc3cc(-c4ccc(C(=O)N5CCN(C)CC5)cc4)sc3c(=O)n2C)c1	2	7	-3	-2	.	-1	4	-8	4	-7
CCCCN(CC)Cc1ccc(CNC(=S)Nc2cccc(F)c2)o1	4	3	-1	1	2	3	-6	1	-1	4
CSc1sc(-c2ccnc(=S)[nH]2)c(-c2ccccc2)c1C#N	2	-7	6	2	.	-1	3	-3	2	0
CC(=O)Oc1ccc2cc(-c3ccccc3)c(=O)oc2c1	3	-1	2	5	0	0	3	-2	-1	-7
COC(=O)CSc1nnc(-c2cc(-c3ccccc3)n[nH]2)n1N	-1	.	-6	9	.	3	2	-3	-9	1

One compound at a time, as listed above.
C#C[C@]1(O)CC[C@H]2[C@@H]3CCc4cc(OC5CCCC5)ccc4[C@H]3CC[C@@]21C in the list: MBD2 inh = 1; TCR-CD3 inh = 2; NPR2 activator = -6; PRMT1 inh = 2; HTRA1 inh = -23; LEDGF integ inh = 0; rCAG binder = 2; SIAE inh = -10; TDP2 inh = -1; ABHD4 inh = -11
CCCN(C(=O)Cn1ncc2c(=O)oc3ccccc3c21)c1cccc(C)c1 in the list: MBD2 inh = 4; TCR-CD3 inh = -3; NPR2 activator = -4; PRMT1 inh = 2; HTRA1 inh = -11; LEDGF integ inh = 1; rCAG binder = -5; SIAE inh = -2; TDP2 inh = -4; ABHD4 inh = 5

Carrying on.
SMILES	MBD2 inh	TCR-CD3 inh	NPR2 activator	PRMT1 inh	HTRA1 inh	LEDGF integ inh	rCAG binder	SIAE inh	TDP2 inh	ABHD4 inh
CCCn1ncc(CN2CCN(Cc3ccc(C)o3)C(CCO)C2)c1C (centres undefined)	-6	-1	0	5	3	-6	-6	0	-1	0
CC(C(=O)N1CCc2ccccc21)N1CCN(S(=O)(=O)c2cccc(C(F)(F)F)c2)CC1 (centres undefined)	-4	-6	-1	-3	-26	4	-1	-8	-20	-4
Cc1ccc(S[C@@H](CCN2CC[C@H](C)CCC2=O)c2ccccc2)cc1	0	-4	-2	5	-45	0	-4	1	0	5
CC(Sc1nnc(-c2ccncc2)n1C)C(=O)Nc1ccc(N2CCOCC2)cc1 (centres undefined)	-10	3	-5	-4	2	3	5	3	3	-1
C=C1C(=O)[C@]23C[C@H]1CCC2[C@@]1(C)C(C[C@@H]3O)[C@](C)(C(=O)O)C[C@H](O)[C@@H]1O (some centres undefined)	-1	2	-1	14	.	-4	1	-6	-1	3
O=S(=O)(Nc1ccc(-n2cnnn2)cc1)c1ccc(F)c(F)c1F	0	7	1	-4	-1	-4	3	0	8	0
COc1ccc(CCNC(=O)c2cn3ccc(C)cc3n2)cc1OC	-1	-1	1	3	0	-7	-5	2	2	-5
COc1ccc(N2CCN(C(=O)c3cn(C4CCCC4)c(=O)c4c3c3ccccc3n4C)CC2)cc1	-3	5	-19	1	-4	3	11	12	2	6
Cc1csc(N(C(=O)Cc2ccccc2F)c2ccccc2)n1	4	1	-2	2	3	-2	-9	-6	-9	-20
CCOC(=O)c1cc(NC(=O)NCc2ccco2)c(C)nc1C	1	-2	-8	1	5	-2	3	10	8	1
N#C/C(=C\c1ccc(Cl)s1)C(=O)N1CCN(c2ccccc2)CC1	2	1	-1	0	1	1	-4	10	2	2
C#CCOCCOCCOCCNc1nc(N2CCN(C(=O)Cn3cc(CCO)nn3)CC2)nc(N2CCN(C(=O)[C@H](C)n3cc(CCCN=C(N)N)nn3)CC2)n1	-1	-6	3	0	-3	2	-6	0	-2	6
CC1CCCCC1NC(=O)CSc1nnc(-c2ccncc2)n1CCCN(C)C (centres undefined)	-4	-3	0	-2	4	0	-2	5	-1	18
O=C(NC1CC1)c1ccc2c(c1)N(Cc1ccccc1)CCS2	0	-7	8	5	2	0	-4	9	5	-3
CCc1c(C)nc2c(OC)cccc2c1Cl	0	0	-3	2	-11	-1	-3	-6	10	0
O=C(NCCNC(=O)c1ccc(-c2cccc(Cl)c2)o1)c1cnccn1	-7	-4	-1	1	-4	-1	0	1	9	5
Cc1ccc(OCC(O)Cn2c(N3CCCCC3)nc3c2c(=O)[nH]c(=O)n3C)cc1 (centres undefined)	1	-4	-3	-1	1	-2	-2	-2	7	6
Cc1ccc(S(=O)(=O)N2[C@@H](Cc3ccccc3)CO[C@H]2CC(=O)c2cccc3ccccc23)cc1	1	0	0	-1	.	7	9	-7	4	-11
O=C(Nc1ccc2snnc2c1)N1CCOCC1	1	2	9	-2	-1	-1	2	3	4	2
COCCCNC(=O)c1ccc(Cn2c(=O)c3ccccc3n(Cc3ccc(C(C)C)cc3)c2=O)cc1	0	.	6	4	.	1	11	0	-2	4
COC(=O)c1cc(OC)c(OC)cc1NC(=S)N1CCCCC1	-5	-5	0	-4	3	-2	-7	4	6	4
O=C(CNC(=O)c1ccc(Cl)c([N+](=O)[O-])c1)OCN1C(=O)c2ccccc2C1=O	1	-9	-7	1	-1	-3	1	2	-7	3
CC(=O)c1c(C)nc2ccccn12	3	-1	2	2	-4	-1	0	-2	10	-1
O=C(Nc1cnn(Cc2ccc(Cl)c(Cl)c2)c1)c1nc2ncccn2n1	0	-2	-6	3	-9	1	1	-5	5	-13
Cc1ccc(/C=N/NC(=O)c2nnn(-c3nonc3N)c2C)o1	-1	-6	2	1	4	1	1	5	13	-4
O=C(Nc1cccc(Cl)c1)N1CCCC1	3	-8	-5	0	5	3	-1	1	1	0
O=C(Nc1nnc(COc2ccc(Cl)cc2)s1)c1ccc([N+](=O)[O-])cc1	2	1	5	-2	2	-1	6	0	1	7
CC(C)CN(C(=O)COC(=O)CNC(=O)c1sc2ccccc2c1Cl)C1CCS(=O)(=O)C1 (centres undefined)	-2	5	-6	-2	-7	5	0	-6	6	-3

The list is partial (hit frequency here may not be typical).
